# Screening data as filed in PubChem.
# EP2 antag: human EP2 receptor antagonists, primary screen, TR-FRET cAMP, C6 glioma cells. Prostaglandin E2 receptor EP2 subtype (Homo sapiens), P43116. C6 glioma cells expressing human EP2; cells stimulated with saturating PGE2. inhibition, % at 25 µM. actives 0.52% (n = 260,000). AID 1422, 2008;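 active means percent inhibition above 40 after rounding to a whole number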;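 further: rat C6 glioma host cells with rolipram phosphodiesterase inhibitor present; the protocol text gives 20 µM as final concentration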
# Target sequence (P43116 whole entry, looked up): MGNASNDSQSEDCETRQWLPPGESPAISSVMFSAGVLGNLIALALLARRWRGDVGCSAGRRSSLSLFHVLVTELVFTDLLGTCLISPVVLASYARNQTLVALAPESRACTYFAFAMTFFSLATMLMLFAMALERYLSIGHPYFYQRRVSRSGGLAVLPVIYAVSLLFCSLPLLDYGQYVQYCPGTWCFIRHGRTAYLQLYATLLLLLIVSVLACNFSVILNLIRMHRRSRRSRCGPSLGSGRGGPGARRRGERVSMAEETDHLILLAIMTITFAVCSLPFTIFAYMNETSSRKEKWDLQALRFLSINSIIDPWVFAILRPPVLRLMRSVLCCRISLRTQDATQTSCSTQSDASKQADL
# EP2 modulator: EP2 receptor modulators, cAMP readout, primary screen, cell-based, HTRF cAMP, PGE2 stimulation; Prostaglandin E2 receptor EP2 subtype (Homo sapiens), P43116; EP2-expressing cells, cAMP HTRF FRET, PGE2 co-stimulation; induction, % at 25 µM; actives 0.83% (n = 260,000);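 active means compounds whose cAMP rise, as percent of the full-agonist control response, exceeds 60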;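 further: rat C6 glioma line stably carrying human EP2 under a CMV promoter; the protocol text gives 20 µM as final concentration; 100% = response of wells given 1 µM PGE2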
# 14-3-3 Bad PPI: inhibitors of 14-3-3 zeta/Bad binding, primary screen, biochemical, TR-FRET, bovine 14-3-3 zeta. 14-3-3 protein zeta/delta (Bos taurus), P63103. inhibition, % at 21.7 µM. actives 0.71% (n = 220,000). AID 781, 2007. TR-FRET 14-3-3zeta/Dy647-pBad peptide displacement, 1 h;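 active means inhibition above about 70%, limit read from the data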;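 further: 0% = full 14-3-3 plus peptide FRET controls and 100% = background without 14-3-3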
# Target sequence (P63103 whole entry, looked up): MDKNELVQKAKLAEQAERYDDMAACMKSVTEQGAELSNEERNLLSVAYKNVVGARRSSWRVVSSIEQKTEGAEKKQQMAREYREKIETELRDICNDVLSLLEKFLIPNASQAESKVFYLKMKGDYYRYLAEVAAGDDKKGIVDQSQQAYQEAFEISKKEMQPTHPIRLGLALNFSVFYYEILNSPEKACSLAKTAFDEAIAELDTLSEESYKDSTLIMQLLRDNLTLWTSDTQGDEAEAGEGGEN
# Hck Nef HTS: inhibitors of Nef-activated human Hck kinase, primary screen, biochemical, Z-Lyte FRET, 384-well, Hck-YEEI; Tyrosine-protein kinase HCK (Homo sapiens), P08631; Recombinant Hck-YEEI plus Nef, Z-Lyte FRET kinase assay; inhibition, % at 20 µM; actives 0.68% (n = 220,000);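 active means Hck-Nef kinase inhibition above about 50%, limit read from the data; inactive means inhibition below that limit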;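 further: 0% = DMSO with Hck plus Nef and 100% = Hck alone without Nef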
# zVAD death inh: inhibitors of zVAD-triggered necroptosis, primary screen, L929 cells | actives 0.38% (n = 220,000) | viability rescue, % at 10 µM | L929 zVAD necroptosis rescue, ATP luminescence, 24 h; with zVAD 60 µM;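 active means activation, scaled between plate controls, above about 75%, limit read from the data; inactive means activation under that limit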;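 further: 0% = zVAD with DMSO and 100% = DMSO alone without zVAD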
# Rad51 HR inh: human RAD51 strand exchange inhibitors, primary screen, biochemical, fluorescence | actives 0.085% (n = 200,000) | DNA repair protein RAD51 homolog 1 (Homo sapiens), Q06609 | inhibition, % at 10 µM | hRad51 DNA strand exchange, fluorescence dequenching | AID 1385, 2008;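 active means inhibition above 40% at the single screening dose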;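 further: 0% = DMSO control wells and 100% = blanks with heterologous ssDNA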
# Target sequence (Q06609 whole entry, looked up): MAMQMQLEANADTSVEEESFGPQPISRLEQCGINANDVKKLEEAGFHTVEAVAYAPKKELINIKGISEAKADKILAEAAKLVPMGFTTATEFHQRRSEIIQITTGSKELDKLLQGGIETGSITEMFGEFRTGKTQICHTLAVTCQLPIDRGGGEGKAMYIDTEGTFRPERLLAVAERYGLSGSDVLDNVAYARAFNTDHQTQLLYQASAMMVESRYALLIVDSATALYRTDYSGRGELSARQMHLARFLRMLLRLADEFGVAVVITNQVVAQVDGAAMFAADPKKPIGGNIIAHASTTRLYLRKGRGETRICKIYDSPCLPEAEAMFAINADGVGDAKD
#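 Read-out basis: percent inhibition relative to plate controls and blanks / Assay system: human Rad51 nucleoprotein filaments preassembled on unlabelled ssDNA / Timing: filaments 15 min 37 °C, then compound 30 min / Control set: per-plate controls and blanks / Technique: fluorescence dequenching at 485/520 nm / Compound: 10 µM final, single point / Also added: Fluorescein- and BHQ1-tagged 47-mer duplex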
# eIF4E 4G PPI: eIF4E–eIF4G protein interaction inhibitors, primary screen, biochemical, uHTS, TR-FRET, eIF4GI fragment; Eukaryotic translation initiation factor 4E (Mus musculus) + Eukaryotic translation …; TR-FRET eIF4E-eIF4GI(517-606) binding, 2 h; inhibition, % at 21.7 µM; actives 0.37% (n = 220,000);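 active means inhibition above about 30%, limit read from the data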;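 further: 0% = full FRET control wells and 100% = background wells lacking eIF4GI fragment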
# Calpain2 inh: inhibitors of pig calpain II, primary screen, biochemical, fluorogenic peptide substrate, 1536-well. purified calpain II, 30 min. inhibition, % at 16 µM. actives 0.37% (n = 220,000);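 active means inhibition above about 50%, limit read from the data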
# TbHK1 inh: Trypanosoma brucei hexokinase 1 inhibitors, primary screen, biochemical, G6PDH-coupled NADH absorbance, MLSCN library; recombinant TbHK1, G6PDH-coupled NADH A340; inhibition, % at 10 µM; actives 0.11% (n = 220,000);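 active means inhibition of 50% or more in the single-dose primary screen; inactive means inhibition below 50%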
# The depositor's hits bear a star; i = inactive; nt = no result given; & = joins results of further samples; [ ] = another dose, or the depositor's remark. Not all compounds are listed. The share of hits here may be higher or lower than overall.
SMILES,EP2 antag,EP2 modulator,14-3-3 Bad PPI,Hck Nef HTS,zVAD death inh,Rad51 HR inh,eIF4E 4G PPI,Calpain2 inh,TbHK1 inh
Cc1ccccc1CSCCNC(=O)COc1ccc(Cl)cc1,7,-30,-21,4,0.8,3,-6[fluorescence artefact?],10,19
COc1cccc(N2C(=O)CC(N3CCN(C(=O)c4ccco4)CC3)C2=O)c1 (stereo not given),6,58,0,4,-0.2,-1,12,23,-5
O=C(Oc1cccc(N2C(=O)CCC2=O)c1)C1CC(=O)N(c2ccc(F)cc2)C1 (stereo not given),7,8,4,-13,1.9,-6,3,7,4
Cc1ccc(SCCNC(=O)c2ccccc2)cc1,5,-72,-13,0,0.5,-1,8,21,1
C=CCN(CC=C)CCOc1cccc(Oc2ccccc2)c1,9,37,39,19,-0.1,-2,-2,29,9
COc1cccc(Cn2nnc(C(=O)Nc3cc(C)ccc3OC)c2N)c1,7,-13,4,7,1.5,5,-2,-15,2
COc1ccccc1NC(=O)Nc1ccc2c(c1)nnn2C,16,-11,11,7,-0.5,-4,3,-14,-15
COC(=O)c1ccc(NC(=S)N2CCC(C(N)=O)CC2)cc1,6,-1,-10,0,1.2,-17,1,-30,-7
Cc1nc2ccc(S(=O)(=O)Nc3ccccc3C)cc2s1,9,5,5[fluorescence artefact?],-13,-0.9,-7,-4,-5,3
Cn1c(SCC(=O)c2ccccc2)nnc1C1CC1,12,16,22,-2,-0.3,-2,7,25,0
Cn1nc(Oc2ncc(C(F)(F)F)cc2Cl)cc1C(F)(F)F,7,22,-9,54*,3.1,-12,-2,-21,-1
O=c1c2c3c(sc2nc2n1CCCCC2)CCC3,11,5,8[fluorescence artefact?],-1,-0.8,-4,0,-22,-10
CNC(=S)NNC(=O)c1sccc1OCc1ccc(C)cc1,5,-15,-12,0,-0.2,1,8,19,-2
COc1ccccc1N1CCN(C(=O)CSc2nc(-c3ccccc3)cc(=O)[nH]2)CC1,15,5,3,9,0.2,-2,1,-7,3
O=C1/C(=C/c2cccnc2)Oc2cc(OS(=O)(=O)c3ccc(F)cc3)ccc21,8,-36,-5,-1,0.1,7,-4,-225,-3
CN1CCC(N(C)C(=O)COc2ccc(S(=O)(=O)N3CCOCC3)cc2)CC1,3,1,-9,24,0.9,7,5,-12,-2
O=C(NNc1cccc(Cl)n1)Nc1cccc(C(F)(F)F)c1,7,-12,-1,0,1.1,13,6,6,6
CC12COC3(C(=O)Nc4ccc5ccccc5c4)CC1CCC32C (stereo not given),9,-47,-6,-18,18,-3,2,37,-2
COCCCNS(=O)(=O)c1ccc2c(c1)OCCO2,5,33,-2,-11,1.4,-4,0[fluorescence artefact?],12,5
C/C(=N/NC(=O)c1ccoc1C)c1ccc(N2CCOCC2)cc1,4,11,-1[fluorescence artefact?],0,1.7,6,4[fluorescence artefact?],-14,-31
O=C(NC(Cc1ccccc1)C(=O)O)c1ccc(S(=O)(=O)N2CCCC2)cc1 (stereo not given),5,-8,0,1,0.6,4,3,12,5
C=CCn1c(-c2ccc(C)cc2)nc2ccccc21,10,19,-6,1,-0.2,8,1,-4,-6
CCN1CCc2nc(NC(=O)Cc3ccc4c(c3)OCCO4)sc2C1,2,-6,11,2,1.4,-4,-11,-20,0
CCCCn1c(SCC(=O)NCCOC)nc2ccc(N3CCOCC3)cc2c1=O,8,29,0,0,-0.3,-3,3[fluorescence artefact?],i,-12
COc1cccc(C2CC(C(F)(F)F)n3ncc(C(=O)O)c3N2)c1 (stereo not given),24,15,13,-6,0.1,7,4[fluorescence artefact?],-8,0
Cc1cc(C)n(CC(O)COc2cccc(OCC(O)Cn3nc(C)cc3C)c2)n1 (stereo not given),12,-1,6[fluorescence artefact?],0,-0.1,11,0[fluorescence artefact?],10,-1
CCOC(=O)c1c(O)c(Cl)c(C)[nH]c1=O,7,34,-4,16,-0.1,17,-7,-27,4
CC(Sc1ccc(Cl)cc1)C(=O)Nc1ccccc1-c1ccccc1 (stereo not given),6,40,-19[fluorescence artefact?],4,-0.7,0,8,8,-3
COc1ccc(/C=C/C(=O)NCc2ccccn2)cc1,3,-22,19,6,0.5,-33,13,17,-5
O=C(O)c1ccccc1-n1ncc2c1/C(=C/c1ccc(Cl)cc1)CC2,6,-45,79*,13,-0.4,13,16,18,-3
COc1ccc(NC(=O)CSc2nnc(-c3ccccn3)n2Cc2ccco2)cc1OC,1,13,13,1,-0.2,-2,0,-16,-3
O=C(CN1C2=NCCN2c2ccccc21)C12CC3CC(CC(C3)C1)C2,24,-29,-6,0,-0.4,6,-1[fluorescence artefact?],-3,4
CNc1nnc(-c2ccc(OC)cc2)s1,7,-11,-17,-4,1.2,19,-3,-21,-8
Cc1ccc(N2C(=O)c3ccc(N)cc3C2=O)cc1,10,13,-7,0,0.7,-5,-1,-28,-3
CC(=O)Nc1ccc(C2(O)COc3ccccc3O2)cc1 (stereo not given),8,9,31,-1,0.3,2,-4[fluorescence artefact?],-9,-2
CCOC(=O)c1c(NC(=O)Cn2nc(C(=O)O)c3ccccc3c2=O)sc(CC)c1C,-2,-4,-8,-72,1.9,8,-3,-8,-5
CC(Nc1oc(-c2ccco2)nc1C#N)c1ccccc1 (stereo not given),2,-38,-5[fluorescence artefact?],5,-0.2,15,10,-70,-10
NC(=O)C1(N2CCCCC2)CCN(CC(=O)Nc2cc(Cl)ccc2Cl)CC1,11,-3,2,1,0.1,-6,3,-29,-7
O=C(COC(=O)c1cccnc1Cl)NCc1cccs1,9,-7,-5,-5,0.2,-4,-1,11,-7
COc1ccccc1N1CCN(c2ncnc3nc[nH]c23)CC1,11,11,1[fluorescence artefact?],22,12,9,5[fluorescence artefact?],-12,-10
O=C(c1cc(Cl)ccc1Cl)N1CCN(c2ccccn2)CC1,3,-6,7,1,0.0,-4,1,4,-1
Cc1ccc(CNC(=O)CSc2nc3ccccc3c3nc(C)nn23)cc1,7,12,-2,0,1.8,4,-1,-27,11
CCCOc1ccc(N2C(=O)CC(SCCc3nc4ccccc4[nH]3)C2=O)cc1 (stereo not given),5,-92,-11,18,11,12,-5,-9,-4
O=C(Nc1cccnc1)c1cn(-c2ccccc2)nc1-c1cccs1,12,-13,9,2,0.6,6,-4,11,-1
CCCCNC(=S)N(C)/N=C/c1ccccc1F,13,58,-13[fluorescence artefact?],6,0.4,21,6,30,-4

# An excerpt from above in order of count of non-hydrogen atoms, ascending.
SMILES,EP2 antag,EP2 modulator,14-3-3 Bad PPI,Hck Nef HTS,zVAD death inh,Rad51 HR inh,eIF4E 4G PPI,Calpain2 inh,TbHK1 inh
O=C(c1cc(Cl)ccc1Cl)N1CCN(c2ccccn2)CC1,3,-6,7,1,0.0,-4,1,4,-1
C/C(=N/NC(=O)c1ccoc1C)c1ccc(N2CCOCC2)cc1,4,11,-1[fluorescence artefact?],0,1.7,6,4[fluorescence artefact?],-14,-31
CCCOc1ccc(N2C(=O)CC(SCCc3nc4ccccc4[nH]3)C2=O)cc1 (stereo not given),5,-92,-11,18,11,12,-5,-9,-4

# (continued)
SMILES,EP2 antag,EP2 modulator,14-3-3 Bad PPI,Hck Nef HTS,zVAD death inh,Rad51 HR inh,eIF4E 4G PPI,Calpain2 inh,TbHK1 inh
C/C(=N\NC(=O)CSc1nnc(C)s1)c1ccc(O)cc1,9,-16,10,4,-0.2,-3,-4,-5,22
Cn1c(CN2CCCC(C(=O)c3ccc4c(c3)OCO4)C2)nc2ccccc21 (stereo not given),5,-59,-12,-2,-0.4,22,2,-11,-8
CN(c1ccc(C(=O)Nc2ccc(S(=O)(=O)N3CCCC3)cc2)cc1)S(C)(=O)=O,15&6,-20&-32,-5,22,12,3,2,26,7
CCC(C)C(NC(=O)C1CCC(C)CC1)C(=O)Nc1cc(OC)ccc1OC (stereo not given),8,25,-7,3,0.1,2,-1,20,2
Cc1c(C(N)=O)c(N)c(C(=O)c2ccccc2)n1-c1ccccc1,8,-6,0,4,0.1,-5,-4,9,-20
CC1(c2cccs2)CC(c2cccs2)=C(C#N)C(=O)N1 (stereo not given),5,-12,2,1,-0.3,nt,-5,-8,-21
O=C(CN1CCC(NC(=O)c2cccc(F)c2)CC1)NCc1ccccc1F,nt,6,-4,5,2.0,nt,3,16,1
Cc1ccccc1Cn1nc(C)c(NC(=O)/C=C/c2cnn(C)c2C)c1C,12,43,-5,4,-0.1,nt,-1[fluorescence artefact?],-3,-3
CCOc1cc(/C=N/NC(=O)COc2ccc(C)cc2)ccc1OC(=O)c1cccs1,7,29,5[fluorescence artefact?],0,0.7,-4,4,-15,-9
Cc1ccc(-c2nnc(SCCC(=O)N3CCOCC3)o2)cc1,3,-3,-7,19,0.8,4,-2,17,7
CCN(CC)S(=O)(=O)c1ccc(NC2c3ncccc3C(=O)N2Cc2ccccc2)cc1 (stereo not given),4,35,81*,2,-0.4,-3,0,3,1
CCC(Oc1ccccc1)C(=O)NC1CCSC1=O (stereo not given),15&2,-31&3,10,26,0.9,11,-3,18,6
CCS(=O)(=O)c1ccc(C(=O)Nc2ccccc2)c(Cl)c1Cl,17,-8,8[fluorescence artefact?],-1,0.8,8,-2,-18,8
O=C1CC(c2ccccc2)Sc2ccccc2N1 (stereo not given),4,19,1,3,-0.1,-4,1,-24,13
Cc1ccc(-c2noc(-c3ccccc3C(=O)N3CCOCC3)n2)cc1,7,2,-2[fluorescence artefact?],0,-0.7,nt,-16[fluorescence artefact?],0,13
COc1ccc(C2C(C(=O)Nc3ccccc3OC)=C(C)Nc3nnnn32)c(OC)c1 (stereo not given),7,-3,8,0,-0.4,-4,0,-31,-3
OCCC1CN(Cc2cccn2-c2ncccn2)CCN1C1CCCC1 (stereo not given),8,-9,-6,10,-0.4,22,0,-34,-9
NNC(=S)NC1CC2CC1C1C=CCC21 (stereo not given),11,16,-4,26,0.3,nt,-6,-1,-12
COc1ccc(OCCC(=O)OCC(=O)NCc2ccco2)cc1,11,4,-6,1,1.9,-7,-1[fluorescence artefact?],-441,9
O=S1(=O)N=C(Nc2ccc(N3CCOCC3)cc2)c2ccccc21,10,11,9,-6,-0.6,-9,-3,4,-12
CCN(CC)C(=S)NC(=O)c1ccc(Cl)cc1Cl,27,23,-23[fluorescence artefact?],2,-0.3,nt,2[fluorescence artefact?],-30,-3
COc1ccc(Nc2nc(-c3ccccc3)c(C(=O)Nc3cccnc3)s2)cc1,12,-3,3,-40,-1.2,-7,1,0,9
CCOc1cccc(NC(=O)c2ccc(S(=O)(=O)N(C)C)cc2)c1,17,-27,11[fluorescence artefact?],2,18,7,11,-3,0
COc1ccc(C(=O)C/C(=C\C(=O)c2ccc(C)cc2)c2ccccc2)cc1,4,25,-4,3,-0.3,-5,2,36,-4
CCN(CC)S(=O)(=O)c1ccc(NS(=O)(=O)c2ccc(OC)c([N+](=O)[O-])c2)cc1,8,-2,28[fluorescence artefact?],7,1.1,-14,5,6,3
